CCHF vOTU inh = blocks the CCHF virus ovarian tumor domain protease; CCHFV vOTU protease, Pep-AMC fluorescence; inhibition, % at 11.5 µM; 370,000 tested, 0.55% active; note: 0% = vehicle wells with enzyme and 100% = no enzyme wells
Mtb UGM inh = inhibitors of M. tuberculosis UDP-galactopyranose mutase | inhibition, % at 10 µM | 320,000 tested, 0.06% active | purified UGM, fluorescence polarization probe displacement | P9WIQ1; in the data active = inhibition above about 10%, passing the limit was not always enough; inconclusive = no clear call, values can overlap the other calls
BioA inh = blocks M. tuberculosis BioA enzyme activity; purified M. tuberculosis BioA enzyme, plate reader; inhibition, % at 9.99 µM; 360,000 tested, 0.096% active; in the data active = inhibition above about 40%; inconclusive = no clear call, values can overlap the other calls
MazF activator = activators of E. coli MazEF toxin-antitoxin RNase. activation, % at 20 µM. AID 504720. FAM/BHQ RNA-DNA oligo cleavage fluorescence, 5 h. 350,000 tested, 0.32% active. P0AE70; in the data active = activation above about 50%
GDH-TPI inh = inhibits GDH-TPI coupling enzymes, artifact for Mtb FBA screen; GDH-TPI coupled enzyme counterscreen, NADH absorbance; inhibition, % at 4.8 µM; 360,000 tested, 1.2% active;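 note: 0% = DMSO wells and 100% = wells lacking the enzyme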
FadD28 binding = blocks FadD28 binding to the bisubstrate probe; fluorescence polarization; 360,000 tested, 0.22% active; inhibition, % at 12.5 µM; AID 588549; in the data active = inhibition above about 8.5%, passing the limit was not always enough; inconclusive = no clear call, values can overlap the other calls
Rv3671c inh = Rv3671c (M. tuberculosis) protease inhibition | P9WHR9 | inhibition, % at 5.96 µM | 320,000 tested, 0.048% active; in the data active = inhibition above about 38%;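 note: extracellular domain of Rv3671c used as enzyme; 0% = enzyme with DMSO and 100% = no enzyme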
Target sequence (P9WHR9 whole entry, looked up, the tested form may be a part): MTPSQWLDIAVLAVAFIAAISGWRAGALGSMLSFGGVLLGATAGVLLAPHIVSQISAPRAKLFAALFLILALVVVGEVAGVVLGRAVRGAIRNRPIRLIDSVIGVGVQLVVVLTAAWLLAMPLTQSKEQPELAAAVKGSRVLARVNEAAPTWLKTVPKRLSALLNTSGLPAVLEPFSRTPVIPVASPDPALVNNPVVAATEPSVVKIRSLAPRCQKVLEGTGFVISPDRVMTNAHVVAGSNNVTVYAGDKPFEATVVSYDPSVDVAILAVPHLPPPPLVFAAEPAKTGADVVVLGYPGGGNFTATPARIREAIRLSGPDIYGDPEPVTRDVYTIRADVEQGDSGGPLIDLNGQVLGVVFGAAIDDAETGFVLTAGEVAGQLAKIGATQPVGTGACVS
VHR inh abs = inhibitors of human VHR1 phosphatase (DUSP3) | recombinant VHR phosphatase, pNPP absorbance | P51452 | inhibition, % at 13.3 µM | AID 1654 | 290,000 tested, 0.52% active; in the data active = inhibition above about 50%; note: some compounds called inactive have numbers as strong as hits
Target sequence (P51452 whole entry, looked up): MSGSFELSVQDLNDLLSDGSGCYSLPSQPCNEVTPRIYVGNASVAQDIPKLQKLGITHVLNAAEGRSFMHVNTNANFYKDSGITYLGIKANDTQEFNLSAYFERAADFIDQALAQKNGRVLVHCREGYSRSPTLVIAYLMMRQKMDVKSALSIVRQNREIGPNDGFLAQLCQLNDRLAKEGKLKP
Mtb FBA inh = inhibitors of M. tuberculosis fructose-bisphosphate aldolase; P9WQA3; purified M. tuberculosis FBA, fluorescence read-out; 360,000 tested, 2.3% active; inhibition, % at 1 µM; AID 588726; in the data active = inhibition above about 27%;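 note: 0% = vehicle and 100% = reference inhibitor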
Target sequence (P9WQA3 whole entry, looked up): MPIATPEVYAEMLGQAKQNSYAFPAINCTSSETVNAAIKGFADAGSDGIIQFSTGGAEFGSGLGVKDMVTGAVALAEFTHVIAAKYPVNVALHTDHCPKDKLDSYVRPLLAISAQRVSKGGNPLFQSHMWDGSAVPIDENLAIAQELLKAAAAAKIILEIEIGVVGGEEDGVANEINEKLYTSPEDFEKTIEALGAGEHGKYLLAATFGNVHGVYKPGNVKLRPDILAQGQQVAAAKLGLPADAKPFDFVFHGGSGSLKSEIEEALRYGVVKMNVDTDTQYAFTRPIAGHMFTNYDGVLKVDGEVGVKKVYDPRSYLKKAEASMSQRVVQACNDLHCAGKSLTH
BoNT F protease = BoNT F light chain protease inhibition; Multiplex microsphere protease cleavage assay, flow cytometry; inhibition, % at 10 µM; 360,000 tested, 0.22% active; in the data active = inhibition above about 35%, passing the limit was not always enough; inconclusive = no clear call, values can overlap the other calls; note: plate controls were buffer without enzyme for full effect and enzyme alone for no effect
An asterisk follows results filed as active; ? = inconclusive; nt = no result given. Cut-off read from the data, not from the text of the source, unless noted: active = inhibition above about 30%; inactive = the rest.

SMILES,CCHF vOTU inh,Mtb UGM inh,BioA inh,MazF activator,GDH-TPI inh,FadD28 binding,Rv3671c inh,VHR inh abs,Mtb FBA inh,BoNT F protease
O=C(COC(=O)Cn1cnc2ccccc21)Nc1cc(S(=O)(=O)N2CCOCC2)ccc1Cl,1.4,1.5,-1.4,5.7,3.4,-2.1,8.3,30.1,-0.4,-6.4
CCCSc1nc2ccsc2c(=O)n1CC,8.6,-1.3,nt,0.3,5.7,0.2,-11.9,5.8,-0.5,0.1
CCOc1ccc(N2CC(C(=O)N3CCN(c4ccccn4)CC3)CC2=O)cc1 (centres undefined),-11.0,1.9,nt,6.3,5.0,-1.5,3.8,nt,10.8,-5.3
CC(NC(=O)Nc1cccc(Cl)c1)C(c1cccs1)N1CCCC1 (centres undefined),-3.0,-1.2,-0.2,7.7,-1.6,-3.3,-10.5,13.5,-1.6,-14.0
COc1ccc(-c2nc(NC(=O)CSCCO)sc2C)cc1,-12.0,-4.2,nt,-5.2,3.1,-1.3,-0.7,-0.6,0.2,-6.0
CCOC(=O)C1=CC[C@H]2c3c(c4ccccc4n3C)C(=O)C1N2S(=O)(=O)c1ccc(C)cc1,13.2,-2.9,-1.6,11.2,4.9,-4.8,5.6,nt,-1.2,-15.5
C=CCOc1c(Br)cc(/C=C2/NC(=S)N(C(C)=O)C2=O)cc1OC,3.9,0.4,nt,-0.8,11.7,-8.4,-3.1,26.9,3.4,-0.6
NC(=NC(=O)c1ccc(OC(F)(F)F)cc1)c1ccc(C(F)(F)F)cn1,-1.5,2.8,nt,-5.7,-7.9,-2.1,0.6,20.4,-3.8,?
COC(C(=O)Nc1ccnn1C1CCN(Cc2ccc(C)s2)CC1)c1ccccc1 (centres undefined),3.1,2.9,-0.7,-1.3,4.4,-0.5,-2.7,11.0,0.8,-0.6
O=C(COc1ccc(F)cc1Cl)N(Cc1nnc(-c2ccccc2Cl)o1)C1CC1,12.5,1.1,2.9,4.5,17.2,-3.1,-5.0,17.9,4.7,-5.4
Cc1ccc(S(=O)(=O)NNC2CC(=O)N(c3ccc(Br)cc3)C2=O)cc1 (centres undefined),-12.0,-0.2,nt,2.1,0.0,-3.2,0.5,-16.9,3.1,-0.7
c1ccc(Cn2cc(CNc3ccccc3)nn2)cc1,-1.7,-3.7,0.1,-0.4,-6.5,-3.8,17.0,11.1,1.4,-13.2
Cc1ccc(/C=C2\SC(=S)N(Cc3ccccc3)C2=O)o1,23.1,2.4,-3.0,14.8,0.9,-0.9,-11.2,14.0,-2.5,10.7
Cc1cc(C(=O)O)c(=O)[nH]c1C,-13.8,-1.6,-0.5,0.4,12.4,-0.4,-0.8,2.5,11.1,-7.0
O=C(O)CNC(=O)c1ccccc1NC(=O)c1ccco1,0.3,-0.5,-1.1,0.1,-3.9,-2.3,-2.9,-4.0,1.7,-2.3
O=C(OCc1cnc(Cl)s1)c1cccc(Cl)c1Cl,3.2,-0.9,nt,-3.8,11.0,1.2,5.3,1.2,0.8,2.0
O=C(Cn1c(-c2ccccc2)c[n+]2ccsc12)c1ccc([N+](=O)[O-])cc1,-8.8,-1.9,0.1,6.8,8.3,-3.4,5.9,24.2,-6.8,-0.7
CCOc1ccc(NC(=O)c2ccc3snnc3c2)cc1,1.9,-0.8,-0.3,9.5,4.8,-1.0,-1.1,8.8,-2.2,-10.4
COc1ccc(S(=O)(=O)NCC(c2ccc3c(c2)OCO3)N2CCOCC2)cc1C (centres undefined),4.5,-0.1,nt,-0.3,-6.4,0.6,2.0,nt,4.9,-10.9
Cc1nn(C)c(C(=O)N/N=C/c2ccncc2)c1Cl,3.6,3.5,6.8,2.9,-3.8,-3.3,1.5,-9.4,-1.8,1.7
CC(=O)Nc1ccc(S(=O)(=O)Nc2nc3ccccc3nc2N2CCCC2)cc1,6.6,3.4,-1.7,-2.9,16.1,-1.2,2.4,-13.2,13.0,-2.7
COc1cc(OC)cc(C(=O)NCC(=O)OC2CCOC2=O)c1 (centres undefined),-3.8,0.1,-0.6,2.1,-10.1,-4.0,4.4,43.0,1.7,-3.4
CNC(=O)NCC12CC3CC(CC(C3)C1)C2,-12.3,-0.1,-0.8,2.4,8.5,-3.1,-4.3,18.9,-5.5,-4.3
O=C(/C=C/c1ccco1)NCC1(c2ccccc2)CCCC1,22.4,1.9,nt,-6.8,8.4,-7.8,-2.2,-2.7,-1.0,3.6
Cc1ccc2[nH]c(=O)c(C(c3nnnn3C3CCCC3)N3CCCc4ccccc43)cc2c1 (centres undefined),2.5,1.2,nt,3.8,11.7,-1.5,-4.5,-3.3,2.2,-2.9
Cc1ccc(NC(=O)Cc2nnc(SCC(=O)NC3=NCCS3)n2C)cc1,8.3,1.3,6.2,7.3,-1.6,-2.2,-4.9,23.1,-0.4,-7.8
COc1ccc(S(=O)(=O)n2nc(-c3ccc(Cl)cc3)cc2N)cc1,10.1,-1.4,-1.6,-4.7,1.4,-4.4,-3.9,8.7,9.7,-6.7
CCCCN(C=O)c1c(CC)nc2c(OCCC3CCCCC3)cccn12,-0.8,nt,0.1,nt,-5.8,-6.5,nt,nt,-0.3,-1.8
Brc1cccc(C=Nc2cccc3ncccc23)c1,-0.5,-2.9,nt,-4.9,-2.4,1.2,4.6,nt,1.1,-4.5
CCC(NS(=O)(=O)c1cccs1)c1ccc(C)cc1 (centres undefined),-12.4,0.2,-0.1,2.7,-1.1,-1.2,-0.1,nt,0.3,nt

One compound at a time (already shown). Values in the order: CCHF vOTU inh, Mtb UGM inh, BioA inh, MazF activator, GDH-TPI inh, FadD28 binding, Rv3671c inh, VHR inh abs, Mtb FBA inh, BoNT F protease
Results for `CCOc1ccc(N2CC(C(=O)N3CCN(c4ccccn4)CC3)CC2=O)cc1` (centres undefined) : -11.0, 1.9, nt, 6.3, 5.0, -1.5, 3.8, nt, 10.8, -5.3
Results for `CCC(NS(=O)(=O)c1cccs1)c1ccc(C)cc1` (centres undefined) : -12.4, 0.2, -0.1, 2.7, -1.1, -1.2, -0.1, nt, 0.3, nt

(listing goes on)
SMILES,CCHF vOTU inh,Mtb UGM inh,BioA inh,MazF activator,GDH-TPI inh,FadD28 binding,Rv3671c inh,VHR inh abs,Mtb FBA inh,BoNT F protease
CC(NC(=O)c1cccs1)c1ccccc1 (centres undefined),1.8,-0.4,-0.6,4.3,7.6,-3.3,-1.6,nt,1.5,?
COc1ccc2cc(CN(Cc3ccco3)C(c3nnnn3C3CCCCC3)C(C)C)c(=O)[nH]c2c1 (centres undefined),-5.7,3.1,-1.8,-8.8,16.9,-1.5,2.5,6.1,14.0,-5.3
COc1ccc(C(=O)N2CCN(S(=O)(=O)N3CCOCC3)CC2)cc1OC,12.8,-2.1,0.6,5.4,4.8,2.2,-6.2,4.8,5.0,?
Cc1ccsc1C(=O)C1CCCN(Cc2cccn2-c2ccc(Cl)cn2)C1 (centres undefined),0.4,-3.2,nt,-2.7,-1.0,-5.7,-4.7,30.7,-0.6,-3.3
COc1cc(C)nc(N2CCCC(C(=O)NCC(C)C)C2)n1 (centres undefined),-0.4,1.3,0.0,6.4,1.9,-2.4,7.9,17.6,7.4,1.8
CCNS(=O)(=O)c1ccc(C(=O)Nc2ccccc2)cc1,-10.8,-1.2,nt,6.4,7.1,0.3,1.2,-18.0,1.9,2.0
Cc1ccc(CS(=O)(=O)CCC(=O)NCc2ccc3c(c2)OCO3)cc1,0.0,-1.8,nt,-4.0,10.0,-1.7,1.9,27.1,-1.2,-2.9
O=C(Cn1c(O)c(/C=C2\C=Nc3ccccc32)sc1=O)Nc1ccc2c(c1)OCO2,-12.8,1.1,-2.0,26.4,24.1,0.2,-14.6,37.9,-0.7,-0.8
Oc1ccc(Cl)cc1/C=N/c1nccs1,-2.6,1.3,2.3,9.6,13.1,-1.7,-2.3,8.6,3.2,-1.4
CC(C)CC1C(=O)N(Cc2cn(Cc3ccco3)nn2)CCS(=O)(=O)N1Cc1ccc(-c2ccncc2)cc1 (centres undefined),-3.6,nt,nt,8.1,9.9,-2.6,nt,nt,1.9,0.3
CN(Cc1ccccc1)S(=O)(=O)c1ccc2[nH]cc(C(=O)NCC3CCCO3)c(=O)c2c1 (centres undefined),24.2,-0.2,0.7,6.3,5.4,-10.3,-21.3,12.0,10.6,-7.3
O=C(COC(=O)c1cccc(O)c1)Nc1ccc(N2CCOCC2)cc1,1.8,0.7,-0.3,-0.3,-2.5,-2.1,2.8,nt,-2.8,-10.4
Cc1cc(Nc2cccc(Cl)c2)n2ncnc2n1,-5.7,-1.3,-0.6,3.8,4.0,-0.6,10.3,0.2,0.8,-6.6
COC(=O)C1C(=O)C(C(=O)c2ccc([N+](=O)[O-])cc2)C(=O)CC1(C)C (centres undefined),3.2,-0.2,2.9,-0.7,-2.3,0.0,1.0,1.7,0.2,?
O=C(C[n+]1ccc(C(=O)N/N=C/c2ccc(OCc3ccccc3)cc2)cc1)c1ccccc1,17.7,0.9,0.5,45.1,5.8,-8.3,-0.2,15.2,-8.2,12.9
Clc1ccc(CO/N=C2\CCCc3nonc32)cc1,2.9,-3.0,1.1,3.6,3.2,-1.0,2.4,17.0,2.3,-3.1
CC1CCCN(C(c2ccccc2)c2sc3ncnn3c2O)C1 (centres undefined),-5.8,-2.6,0.6,3.6,0.0,-2.2,9.0,7.4,3.4,4.6
COc1ccccc1NC(=O)c1ccc(NS(=O)(=O)c2c(C)noc2C)cc1,5.8,0.9,-2.6,-8.7,9.3,1.6,2.5,10.7,1.2,11.1
O=C(Cn1c(-c2ccco2)nc2ccccc21)N1CCCCC1,-3.4,-0.8,0.0,-10.7,-2.6,-3.0,-8.9,13.7,13.2,-7.5
O=C(NCc1ccccc1)c1ccc(NC(=O)c2ccco2)cc1,4.4,0.4,-1.6,2.1,1.7,-4.5,-1.3,-11.3,-0.9,3.6
O=C(CSCc1ccc(F)cc1)Nc1ccccc1,-10.9,2.4,0.6,-2.3,9.6,0.4,-4.6,7.2,0.2,0.8
Cc1ccc2c(CC(=O)Nc3ccc(N4CCN(C)CC4)cc3C)coc2c1,-0.9,3.0,0.6,13.4,4.6,-3.2,-0.7,11.7,0.6,-11.4
Cc1ccc2oc(C(=O)N(C)Cc3ccc(C)o3)c(C)c2c1,11.0,0.7,4.1,-4.7,-3.0,-1.7,3.1,1.6,2.3,1.9
Cc1ncc(CN2CCCC(C(=O)Nc3ccc(-c4cccc(F)c4)cc3)C2)cn1 (centres undefined),-4.1,-0.8,0.4,-0.1,-3.0,-5.3,-4.1,17.5,-1.2,2.0

From PubChem BioAssay
